Pf apPOL block: Pf-apPOL DNA polymerase inhibition; Recombinant Pf-apPOL, molecular beacon fluorescence, 1.5 h; inhibition, % at 10 µM; 210,000 tested, 0.25% active
mHTT CaM bind: disrupts binding of mutant huntingtin to calmodulin; P42858; 190,000 tested, 3.6% active; inhibition, % at 15 µM; AlphaScreen His-mHTT/GST-CaM binding, luminescence;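 note: 0% = both proteins with DMSO and 100% = one protein alone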
The depositor's hits bear a star; x = not tested or not shown; & = joins results of further samples. Cut-off read from the data, not from the text of the source: active = inhibition above about 50%; inactive = the rest. These rows are one share of the data; rates above refer to the full screens.

Value order: Pf apPOL block	mHTT CaM bind
> CC(=O)Nc1cccc(NC(=O)c2ccccc2[N+](=O)[O-])c1
 : -10.1	0.2
> C=C(C)Cn1c(SCC(=O)O)nnc1-c1ccc([N+](=O)[O-])cc1
 : -0.3	-0.9
> O=C(Nc1ccc(N2CCOCC2)c(Cl)c1)c1ccc(Cl)cc1[N+](=O)[O-]
 : -1.2	2.4
> NNC(=O)c1nc(-c2cccs2)no1
 : 6.0	x
> O=c1oc2ccccc2cc1-c1csc(-c2cc3cc([N+](=O)[O-])ccc3oc2=O)n1
 : -1.2	4.0
> COc1cc(NC(=O)c2cc(Cl)ccc2OC)c(OC)cc1NC(=O)c1ccccc1
 : -5.2	-5.9
> CCN(CC)S(=O)(=O)c1ccc(C(=O)Nc2c3c(nn2-c2cccc(C)c2)CSC3)cc1
 : -4.3	2.0
> COc1ccc(C2=N/C(=C\C=C\c3ccccc3)C(=O)O2)cc1OC
 : 0.5	41.0
> COc1ccc2c(c1)CC(CNC(=O)c1ccccc1F)O2 (centres undefined)
 : -0.7	6.0
> CCC(=O)NCCc1csc(C2CCCN(C(=O)C(C)(C)C)C2)n1 (centres undefined)
 : -0.2	1.9
> COc1ccc(C2C3=C(Nc4ncnn42)c2ccccc2OC3c2ccc(SC)cc2)cc1 (centres undefined)
 : -6.4	11.0
> CCN(CC)c1ccc2cc(C(=O)NC(C)=O)c(=Nc3ccccc3OC)oc2c1
 : -1.3	20.0
> O=c1c(C=Nc2ccc(Cl)c(Cl)c2)c(C(F)(F)F)[nH]n1-c1ccc([N+](=O)[O-])cc1
 : -0.8	-3.0
> COc1ccc(-c2nc3ccc(C)cn3c2N)cc1
 : -6.1	48.9
> CC1CN(C/C=C/c2ccccc2[N+](=O)[O-])CC(C)O1 (centres undefined)
 : -0.6	-2.5
> O=C(Nc1nn(Cc2ccc(Cl)cc2)cc1Br)c1ccc(F)cc1
 : -3.8	3.2
> CC(C)c1ccc(C2SCC(=O)N2c2ccccc2)cc1 (centres undefined)
 : -2.8	-8.0
> COc1ccc(S(=O)(=O)N(CC(=O)NO)CC(C)C)cc1
 : -25.1	x
> CN(C)c1ccnc(SCC(N)=O)c1C#N
 : -3.7	12.8
> CC(=O)Nc1cccc(NC(=O)CSc2ccccc2)c1
 : -4.5	0.4
> O=C1CC2(CCCC2)C(=O)N1CCc1cccs1
 : -8.4	x
> N=c1n(CCN2CCOCC2)c2ccccc2n1CC(O)COc1ccccc1 (centres undefined)
 : -1.5	5.4
> O=S(=O)(Cc1nc(-c2ccc(Cl)s2)cs1)c1cccs1
 : 3.1	x
> O=C(NCCCc1ccccc1)c1cc2n(n1)CCCN(Cc1cccc(F)c1)C2=O
 : -3.5	17.7
> COc1ccc(NC(=O)CN(c2ccc(F)cc2)S(=O)(=O)c2ccccc2)c(OC)c1
 : 0.3	3.5
> CC1(C)CC(=O)C2=C(C1)OC(N)=C(C#N)C2c1ccccc1Cl (centres undefined)
 : 0.6	-8.0
> COC1(C#CC(=O)c2ccc([N+](=O)[O-])cc2)CCCCC1
 : -11.0	50.0
> CCN(C(=O)COc1ccc(Cl)cc1Cl)c1ccccc1
 : -6.9	-37.3
> Cc1ccc(CCNC(=O)C2CCCN(c3nc4ccccc4o3)C2)cc1 (centres undefined)
 : -12.9	7.0
> COc1ccc(Cc2nnc(Nc3cccnc3)[nH]c2=O)cc1
 : -5.6	-4.4

Value order: Pf apPOL block	mHTT CaM bind
> O=C(Cc1nnc(-c2ccncc2)o1)NC1CCCC1
 : -2.4	-5.6
> CCn1nccc1C(=O)N1CCc2nc3cc(-c4ccccc4Cl)[nH]n3c(=O)c2C1
 : -1.2	-0.3
> CCOc1ccccc1NC(=O)c1c(F)c(F)c(F)c(F)c1F
 : 2.0	-3.9
> CCOc1cc(/C=C2/C(=O)N(c3ccccc3)N=C2C)ccc1O
 : 8.1	43.0
> O=c1c2ccccc2nc2n1CCN2Cc1ccccc1
 : -0.9	x
> CCn1nccc1-c1cccc(-c2noc(-c3cccs3)n2)c1
 : 1.2	-30.3
> O=C(c1cccc(F)c1)N1CCC(N2CCCCCC2)CC1
 : 10.3	-1.3
> COC(=O)c1ccccc1NC(=O)N1CC2CC1CC2NC(=O)c1ccccc1 (centres undefined)
 : -2.5	8.7
> CCCSc1nnc(CNC(=O)c2ccccc2F)n1-c1cccc(C(F)(F)F)c1
 : -2.5	22.5
> COc1ccc(OC)c(C2SCCN2S(=O)(=O)c2ccc(Cl)c(Cl)c2)c1 (centres undefined)
 : -2.4	-3.0
> Clc1ccc(N=c2ssnc2Cl)cc1
 : -3.0	50.0
> CCC(=O)N1CCN(c2ccc(F)cc2)C(=O)C1C (centres undefined)
 : -0.5	-3.7
> COC(=O)c1cn2c(c1C(=O)OC)CCC2
 : x	-5.3
> Cc1ccc(CC(=O)N2CCC(CCOc3ccncc3)CC2)cc1
 : -3.9	12.0
> CCOc1ccc(C(=O)N2CCC3(C2)C(=O)Nc2ccccc23)cc1 (centres undefined)
 : -5.8	2.9
> CC(C)CNC(=O)c1ccc(Br)o1
 : -9.1	-8.1
> CCN1CCOc2ccc(NC(=O)c3ccc4c(c3)OCO4)cc2C1=O
 : 4.0	2.9
> CSC1=NCCN1C(=O)c1ccc(Br)cc1
 : -4.6	7.0
> CC1(C)CC(=O)C2=C(C1)Nc1ccc3ncccc3c1C2c1ccccc1[N+](=O)[O-] (centres undefined)
 : -4.2	8.0
> CC(=O)C1(O)C(O)CC2C3CCC4CC(O)CCC4(C)C3CCC21C (centres undefined)
 : -15.5	x
> Cc1ccc2c(c1)C1CS(=O)(=O)N(CC(C)C)C(=O)N1C2 (centres undefined)
 : -5.6	-13.1
> Cc1nc(C)c(Cc2ccccc2F)c(N2CCN(C(=O)C(C)(C)C)CC2)n1
 : -2.1	15.5
> Cc1cc(C(C)(C)C)ccc1NS(=O)(=O)c1ccc(Oc2cccc(Cl)c2C#N)cc1
 : 8.9	x
> Cc1ccc(S(=O)(=O)NCCNS(=O)(=O)c2ccccc2Br)cc1
 : -7.2	-6.1
> CC1CCCCC1NC(=O)C(Cc1ccccc1)NS(=O)(=O)c1cccs1 (centres undefined)
 : -4.4	-1.0
> O=C(NCc1ccccn1)C1CCN(c2ccc(Cl)c(Cl)c2)C1=O (centres undefined)
 : -9.6	19.9
> O=C(C1CCCN(S(=O)(=O)c2ccc([N+](=O)[O-])cc2)C1)N1CCCCC1 (centres undefined)
 : -5.2	6.2
> O=S(=O)(Nc1ccc(-c2cc3cc(Cl)ccc3o2)cc1)c1ccccc1
 : -6.6	x
> COC(=O)C1=C(C)N=c2sc(=Cc3ccc4c(c3)OCO4)c(=O)n2C1c1ccccc1 (centres undefined)
 : -20.1	x
> CC(C)n1c(C2CCN(C(=O)c3ccc(Cl)cc3)C2)nc2ccncc21 (centres undefined)
 : 1.8	6.5

Value order: Pf apPOL block	mHTT CaM bind
> CN(C)CC1CN(C(=O)c2ccc3c(c2)OCO3)CC12CCOCC2 (centres undefined)
 : -2.1	-7.0
> CCNc1nc(C)c([N+](=O)[O-])c(Nc2ccc(F)cc2)n1
 : -1.3	-3.3
> CCn1c(-c2cc(NC(=O)C3CC3)n[nH]2)cc2c(OC)cccc21
 : -5.4	50.3*
> O=C(CC1CCN(S(=O)(=O)c2ccc(Br)s2)CC1)NC1CC1
 : -0.4	-4.0
> CCCNc1cc(N2CCC(CCC(=O)NC3CCCCC3)CC2)ncn1
 : -5.5	2.5
> CCc1ccc(-n2cc(C(=O)O)nn2)cc1
 : -2.4	-5.2
> Cc1cc(NC(=O)C(C#N)=Cc2ccc(C#N)cc2)no1
 : -5.0	x
> O=C(C1CC(c2ccccc2F)=NO1)N1CCCC1 (centres undefined)
 : 0.0	-4.9
> O=C(O)C=CC(=O)NCCNC(=O)Cc1ccc(O)cc1
 : 5.8	x
> O=C(c1ccc(-c2cccnc2)nc1)N1CCN(c2cccc(Cl)c2)CC1
 : 0.9	75.9*
> O=C1CSC(c2cn(-c3ccccc3)nc2-c2ccc(Cl)cc2)N1Cc1ccco1 (centres undefined)
 : -6.0&-2.7&-1.6	90.0*
> COc1cccc2cc(C(=O)NCc3ccccc3)c(=Nc3ccc(C(=O)O)cc3)oc12
 : -1.3	3.0
> Cc1ncc(CO)c2cc(C(=O)Nc3cccc(Cl)c3)c(=N)oc12
 : -1.1	8.0
> O=C(Cn1cnc2ccccc2c1=O)NCCOc1ccc2nnc(-c3ccccc3)n2n1
 : -3.9	6.0
> COc1ccc(CCNC(=O)C2CCCN(c3ccc(-n4cccn4)nn3)C2)cc1OC (centres undefined)
 : -8.9	24.5
> O=C(Nc1ccc(Br)c2cccnc12)c1ccccc1Cl
 : 1.1	-4.1
> O=C(Cc1nnc(-c2ccc3ncccc3c2)o1)NC1CCCCC1
 : -1.8	-3.1
> CCN1C(=Cc2ccc3ccc(C)cc3[n+]2C)Sc2ccccc21
 : x	19.4
> Cc1cc(C(C)(C)C)n2nc(-c3ccccc3)cc2n1
 : -4.1	-31.0
> COc1ccccc1CNC(=O)C1c2cc(OC)c(OC)cc2C(=O)N(C)C1c1ccccc1F (centres undefined)
 : -6.3	0.0
> CC(C)(C)c1cc(NC(=O)Cc2ccccc2)n(-c2ccccc2)n1
 : -4.5	-4.6
> CCCc1cc(C2CCCN2C(=O)Nc2ccccc2CC)no1 (centres undefined)
 : -4.4	-3.0
> CSc1ccc(NC(=O)N2CCc3c(c(-c4nc(C)no4)nn3C)C2)cc1
 : -2.0	36.1
> Cc1cccc(N(C)C(=S)Oc2ccc3ccccc3c2)c1
 : -20.1	x
> COc1cccc(CN2CCN(c3ncnc4c3CCC4)CC2)c1OC
 : -2.0	4.7
> CN1C(=O)C(O)(CC(=O)c2ccccn2)c2cc(Br)ccc21 (centres undefined)
 : -5.7	2.4
> CCn1cnnc1C1CCCCN1S(=O)(=O)c1cccc(C#N)c1 (centres undefined)
 : 2.2	-1.9
> COc1ccc(CN2CCN(c3ccccc3Cl)CC2)c(OC)c1OC
 : 1.0	12.7
> Cc1ccc(N2CC(C(=O)Nc3ccc(Br)cc3)CC2=O)cc1 (centres undefined)
 : -1.0	-4.0
> COC(=O)c1ccc2c(c1)C(=O)C(=Cc1ccccc1OC)O2
 : -5.9	2.4

Entries shown so far that contain a thiophene ring, fused or not:
Value order: Pf apPOL block	mHTT CaM bind
> NNC(=O)c1nc(-c2cccs2)no1
 : 6.0	x
> O=C1CC2(CCCC2)C(=O)N1CCc1cccs1
 : -8.4	x
> O=S(=O)(Cc1nc(-c2ccc(Cl)s2)cs1)c1cccs1
 : 3.1	x
> CCn1nccc1-c1cccc(-c2noc(-c3cccs3)n2)c1
 : 1.2	-30.3
> CC1CCCCC1NC(=O)C(Cc1ccccc1)NS(=O)(=O)c1cccs1 (centres undefined)
 : -4.4	-1.0
> O=C(CC1CCN(S(=O)(=O)c2ccc(Br)s2)CC1)NC1CC1
 : -0.4	-4.0

(next part)
Compound | Pf apPOL block | mHTT CaM bind
COc1ccc(S(=O)(=O)N(CC(=O)N2CCCCC2)c2ccc(C)cc2)cc1 | -4.7 | 2.0
CC1CCN(C(=O)c2ccccc2N2CCC(NC(=O)c3ccccc3)CC2)CC1 | -13.9 | 9.9
CCOc1ccc2cc(C(N)=O)c(=Nc3ccccc3OC)oc2c1 | -4.7 | 29.0
CCC(=O)Nc1ccc(-c2nnc(SCC(=O)O)n2C)cc1 | 1.0 | -1.4
COC(=O)c1cc(OC)c(OC)c(OC)c1NC(=O)c1ccc([N+](=O)[O-])o1 | -6.8 | x
CCc1ccc2nc(N3CCC(C(=O)NCCCN4CCOCC4)CC3)sc2c1 | -10.2 | 11.0
O=C(c1ccccc1F)N1CCCC(c2ccccc2)C1 (centres undefined) | -6.5 | -2.7
CCN1c2cc(Cl)ccc2C(=O)NC12CCN(C(=O)NC1CCCCC1)CC2 | -0.7 | 21.9

Compound | Pf apPOL block | mHTT CaM bind
NC1=NC(c2ccccc2)=CC(c2ccccc2)S1 (centres undefined) | x | 7.5
CCCn1cc2c3c(cccc31)CN(C(=O)Nc1ccc(OC)cc1)CC2 | 0.2 | 12.5
O=C1NCCCn2cc(S(=O)(=O)NCc3ccccc3Cl)cc21 | 2.3 | 0.1
CC1(C)CCCC(C)(C)N1CC(O)COCC12CC3CC(CC(C3)C1)C2 (centres undefined) | -11.0 | -5.2
O=C(Nc1nccs1)c1ccc2c(c1)C(=O)N(N1C(=O)c3ccccc3C1=O)C2=O | 3.4 | -1.1
CC(=O)c1ccc(N=Cc2ccc(OCc3ccccc3)cc2)cc1 | 0.0 | -15.0
Cc1ccc2c(c1)c1c(n2CC(O)CNC2CCCCC2)C(=O)CCC1 (centres undefined) | -11.5 | -6.0
O=C(Nc1ccc2scnc2c1)C1COc2ccccc2O1 (centres undefined) | -2.5 | -8.5

Filtered by structure, the entries above containing a furan ring, fused or not
Compound | Pf apPOL block | mHTT CaM bind
CC(C)CNC(=O)c1ccc(Br)o1 | -9.1 | -8.1
O=S(=O)(Nc1ccc(-c2cc3cc(Cl)ccc3o2)cc1)c1ccccc1 | -6.6 | x
O=C1CSC(c2cn(-c3ccccc3)nc2-c2ccc(Cl)cc2)N1Cc1ccco1 (centres undefined) | -6.0&-2.7&-1.6 | 90.0*
COC(=O)c1cc(OC)c(OC)c(OC)c1NC(=O)c1ccc([N+](=O)[O-])o1 | -6.8 | x

(list continues)
Compound | Pf apPOL block | mHTT CaM bind
O=C(Cc1ccsc1)N1CCC(c2nc(C3CC3)no2)C1 (centres undefined) | -10.2 | -7.5
O=C(Nc1nc2c(s1)CCCC2)c1ccccc1O | -9.9 | -3.0
CCOc1ccc(NC(=O)c2ccnc(N3CCNC(c4ccccc4)C3)c2)cc1 (centres undefined) | -4.0 | 32.1
CC(=O)Oc1ccc2c(=O)c(Oc3ccccc3Br)c(C(F)(F)F)oc2c1 | -0.3 | 52.1*
O=C(O)C1C2CCC(O2)C1C(=O)NCCC1=CCCCC1 (centres undefined) | -11.4 | -4.0
CC1(C)CC2CC(C)(CN2C(=O)C2CCN(S(=O)(=O)c3cccs3)CC2)C1 (centres undefined) | 15.6&-1.0 | 9.0&2.7
Cc1cc(C(=O)N2CCN(Cc3c(C)noc3C)CC2)no1 | 3.1 | -3.1
CCOc1ccc(OCCN2CCCC2)cc1 | -1.0 | -1.2
Oc1ccc(C=Nc2ccc(-c3ccccc3)cc2)cc1 | -20.0 | 5.0
O=C(c1ccc(C(=O)N2CCCCCC2)nc1)N1CCCCCC1 | 0.2 | -2.1

Bioassay records deposited in PubChem by University of Kansas High Throughput Screening Laboratory.
